Assay outcomes from PubChem.
STAT1 inh: inhibitors of IFN-gamma induced STAT1 signaling | NIH 3T3 STAT1-luciferase reporter, luminescence | inhibition, % at 5.5 µM | actives 0.35% (n = 200,000) | AID 920;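 active = inhibition above a set limit, the mean inhibition across all tested compounds plus 3 SD, cut at about 34% in these data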;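 also: 0% = IFN-gamma with DMSO and 100% = IFN-gamma with 300 µM nifuroxazide; values of inactives mirror those of a sister screen read the other way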
STAT3 blocker: inhibitors of IL-6 induced STAT3 signaling; U3A cells, IL-6 STAT3-luciferase reporter, luminescence; host cell line lacks STAT1; inhibition, % at 5.5 µM; actives 0.89% (n = 190,000); AID 862;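 active = inhibition above the mean inhibition across all screened compounds plus 3 SD, cut at about 44% in these data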;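 also: 0% = DMSO only wells and 100% = 100 µM nifuroxazide control wells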
STAT1 act: increases IFN-gamma driven STAT1 reporter signal; NIH 3T3 STAT1-luciferase reporter, luminescence; 100% = IFN-gamma alone, no compound; activation (% of control), % at 5.5 µM; actives 2.6% (n = 200,000); AID 932;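 active = activation above the screen-wide mean activation plus 3 SD, cut at about 130% in these data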;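 also: raw ratio to IFN-gamma control signal so 100% means no change and 0% no light; values of inactives mirror those of a sister screen read the other way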
Redox H2O2 prof: compounds producing H2O2 with reducing agent – biochemical, NIH compound library profiling, artefact control for MLSCN library redox annotation, primary screen; actives 0.03% (n = 200,000); AID 878; activation, % at 10 µM; DTT-dependent redox cycling H2O2, phenol red/HRP absorbance; 100% = 100 µM peroxide control, 0% = buffer;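 active = activation of at least 50% relative to the plate's high and low controls in the primary single-dose screen; inactive = activation below 50%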;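 also: compound incubated with DTT at 0.8 mM final as the reducing agent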
NF-kB expr up: compounds increasing NF-kB expression in human neuronal cells. actives 1.6% (n = 190,000). NF-kB reporter expression; active compounds read high. AID 1239. fold change at 12.5 µM; in the data active = fold change above about 3.3
STAT3 activator: activators of IL-6 induced STAT3 signaling; U3A cells, IL-6 STAT3-luciferase reporter, luminescence; 100% = signal with IL-6 EC80 alone; activation (% of control), % at 5.6 µM; actives 0.91% (n = 190,000); AID 871;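 active = activation above the screen-wide mean of compound activation plus 3 SD, cut at about 130% in these data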;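 also: 0% = background luminescence of wells with medium and substrate only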
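Test system: human U3A cells carrying STAT3-luciferase construct; control set: IL-6-only wells as 100% reference; timing: compound pre-incubation 1 h before IL-6, then 6 h stimulation at 37 °C; also added: IL-6 stimulus at 33 ng/mL final; evaluation: % activation versus median of IL-6-stimulated wells; detection: reporter luminescence signal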
TLR4-MyD88 BLA: blocks binding of human TLR4 to MyD88; HeLa CL3-4 TLR4/MyD88 BLA complementation, FRET ratio; O00206+Q99836; actives 0.18% (n = 200,000); AID 861; inhibition, % at 8.4 µM; in the data active = inhibition above about 25%;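 also: 0% = vehicle and 100% = reference inhibitor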
Target sequence (O00206 whole entry, looked up): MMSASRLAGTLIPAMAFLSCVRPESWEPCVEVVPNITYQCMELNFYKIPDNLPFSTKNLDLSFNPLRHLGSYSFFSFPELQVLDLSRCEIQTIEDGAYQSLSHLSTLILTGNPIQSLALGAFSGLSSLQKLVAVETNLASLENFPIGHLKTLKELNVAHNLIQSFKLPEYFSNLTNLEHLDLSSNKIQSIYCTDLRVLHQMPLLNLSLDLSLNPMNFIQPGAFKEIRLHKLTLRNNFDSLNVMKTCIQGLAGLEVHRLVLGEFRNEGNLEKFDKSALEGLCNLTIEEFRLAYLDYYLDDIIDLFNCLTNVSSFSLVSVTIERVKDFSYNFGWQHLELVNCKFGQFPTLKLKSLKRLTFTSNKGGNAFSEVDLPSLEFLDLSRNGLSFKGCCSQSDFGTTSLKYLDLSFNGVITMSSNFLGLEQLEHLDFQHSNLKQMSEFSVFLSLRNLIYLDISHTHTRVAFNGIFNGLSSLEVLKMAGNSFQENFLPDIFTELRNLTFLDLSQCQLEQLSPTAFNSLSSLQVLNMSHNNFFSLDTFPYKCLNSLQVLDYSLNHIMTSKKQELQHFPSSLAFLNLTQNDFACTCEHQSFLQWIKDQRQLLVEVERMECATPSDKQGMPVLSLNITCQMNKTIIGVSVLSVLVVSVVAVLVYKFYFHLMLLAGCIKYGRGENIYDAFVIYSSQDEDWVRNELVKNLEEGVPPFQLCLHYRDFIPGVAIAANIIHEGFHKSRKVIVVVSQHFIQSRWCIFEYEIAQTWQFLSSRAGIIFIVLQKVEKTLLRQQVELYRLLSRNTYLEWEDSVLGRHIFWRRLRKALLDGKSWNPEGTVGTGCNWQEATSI
Target sequence (Q99836 whole entry, looked up): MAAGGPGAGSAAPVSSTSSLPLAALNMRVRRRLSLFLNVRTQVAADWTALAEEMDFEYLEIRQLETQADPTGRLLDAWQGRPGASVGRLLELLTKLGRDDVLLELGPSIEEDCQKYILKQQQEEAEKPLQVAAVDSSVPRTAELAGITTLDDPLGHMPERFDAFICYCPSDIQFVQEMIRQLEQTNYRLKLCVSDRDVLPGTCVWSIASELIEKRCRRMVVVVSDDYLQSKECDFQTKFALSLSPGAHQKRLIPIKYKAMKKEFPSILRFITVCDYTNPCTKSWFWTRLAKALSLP
APP 5'UTR act: activates APP 5'UTR luciferase reporter; actives 1% (n = 190,000); SH-SY5Y APP 5'UTR luciferase reporter, luminescence; zero percent = DMSO vehicle wells; activation, % at 2 µM;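 active = activation above a set limit, based on mean plus 3 SD of controls, cut at about 140% in these data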; also: values of inactives mirror those of a sister screen read the other way
Hsp70 activator: transcriptional activators of Hsp70; HeLa Hsp70 promoter luciferase reporter, luminescence; scaled: vehicle 0, proteasome-inhibitor control 100%; activation, % at 10 µM; actives 0.04% (n = 200,000); AID 1203;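 active = activation above the mean across all tested compounds plus 3 SD, cutoff set per campaign, cut at about 5.5% in these data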;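 also: 100% = MG132 at 30 µM as the positive control and 0% = DMSO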
HMGR II inh: blocks class II HMG-CoA reductase of Enterococcus faecalis. purified E. faecalis HMGR, NADPH absorbance 340 nm kinetic. inhibition, % at 10 µM. actives 0.41% (n = 190,000). AID 1066;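 active = inhibition above a set limit, the median over all tested compounds plus 3 SD, cut at about 9.5% in these data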;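 also: enzyme runs in reverse so mevalonate oxidation gives rising NADPH absorbance; 0% = complete reaction with DMSO and 100% = background rate lacking mevalonate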
* marks the source's active call; other numbers are inactive results; . = no result given.

SMILES	STAT1 inh	STAT3 blocker	STAT1 act	Redox H2O2 prof	NF-kB expr up	STAT3 activator	TLR4-MyD88 BLA	APP 5'UTR act	Hsp70 activator	HMGR II inh
O=C(O)c1ccc(COc2ccc3c4c(c(=O)oc3c2)CCC4)o1	18	20	83	-0.1	1.4	86	8	-4	-0.2	-1
O=C(C[n+]1ccc(Cc2ccccc2)cc1)Nc1ccccc1	-4	-10	104	-1.2	1.3	112	13	-16	-0.1	-2
CC(C)CC(=O)NC(=S)Nc1cccc2nsnc12	-8	-2	108	-2.0	1.2	102	-4	-4	-0.1	1
CN(CC(=O)Nc1ccccc1Oc1ccccc1)Cc1ccccc1F	-3	-8	103	0.9	1.1	103	-2	7	-0.1	-8
O=S1(=O)N=C(N/N=C/c2ccccn2)c2ccccc21	-3	5	102	-0.5	1.3	98	4	10	-0.2	2
COc1ccccc1/C=C/[C@@H]1C[C@H]2CN(Cc3cccc(Cl)c3)C(=O)[C@]23CCCN13	4	-6	94	-0.3	0.83	107	2	0	0.0	-4
COc1cccc(C(=O)OC(C)CN2CCCC2)c1 (stereo not drawn)	-5	8	105	-0.2	1.2	102	-7	0	0.4	-7
COc1ccc(O)c(C(=O)c2cc(C#N)c(=O)n(Cc3ccccc3)c2)c1	8	13	91	0.0	1	97	-3	-8	-0.2	-2
COc1ccc(N2CCN(C(=O)COc3ccc4c(C)cc(=O)oc4c3)CC2)cc1	6	21	94	-0.4	0.75	88	-11	-5	-0.1	-5
Cc1ccc(NC(=O)CN(C)C2CCCCC2)cc1Br	-9	4	107	-0.3	1	98	-11	-3	-0.3	-7
O=C(CNS(=O)(=O)c1cccs1)NCc1ccc(F)cc1	-7	-4	106	-1.7	0.99	107	-1	-23	0.3	-2
COc1ccc(/C=C/c2c([N+](=O)[O-])c(=O)n(C)c(=O)n2C)c(OC)c1OC	14	0	85	-0.2	0.96	104	-1	-11	0.3	-5

Next part, starting with the last 4 of the part before.
SMILES	STAT1 inh	STAT3 blocker	STAT1 act	Redox H2O2 prof	NF-kB expr up	STAT3 activator	TLR4-MyD88 BLA	APP 5'UTR act	Hsp70 activator	HMGR II inh
COc1ccc(N2CCN(C(=O)COc3ccc4c(C)cc(=O)oc4c3)CC2)cc1	6	21	94	-0.4	0.75	88	-11	-5	-0.1	-5
Cc1ccc(NC(=O)CN(C)C2CCCCC2)cc1Br	-9	4	107	-0.3	1	98	-11	-3	-0.3	-7
O=C(CNS(=O)(=O)c1cccs1)NCc1ccc(F)cc1	-7	-4	106	-1.7	0.99	107	-1	-23	0.3	-2
COc1ccc(/C=C/c2c([N+](=O)[O-])c(=O)n(C)c(=O)n2C)c(OC)c1OC	14	0	85	-0.2	0.96	104	-1	-11	0.3	-5
CCOc1ccc(NS(=O)(=O)c2ccc3[nH]cc(C(=O)NC(C)CC)c(=O)c3c2)cc1 (stereo not drawn)	-2	5	102	-0.3	0.68	99	3	1	-0.3	0
CCOc1ccccc1/C=N/NC(=O)CNC(=O)c1ccc(S(=O)(=O)N2CCOCC2)cc1	-1	6	101	-0.2	1.7	96	-1	-8	-0.2	-1
C=CCn1c(=N)n(CC(=O)OC)c2ccccc21	10	1	90	1.2	0.87	103	-15	6	-0.3	-3
CCOC(=O)CNC(=S)N1CCn2c(nc3ccccc32)C1	-6	9	104	-0.1	1.2	97	7	7	-0.2	-1
COc1cc(C(c2c(C)[nH][nH]c2=O)c2c(C)[nH][nH]c2=O)ccc1OCc1ccc([N+](=O)[O-])cc1	-19	-20	111	-0.2	3.8*	117	14	.	0.4	-8
CC(C)/C=N/NC(=O)c1ccc(Cl)cc1	-9	5	108	-0.4	1.3	99	-8	7	-0.1	2
CC(=O)CSc1nc(C(F)(F)F)cc(=O)n1-c1ccccc1	0	-6	100	2.0	0.91	109	8	.	0.8	-8
COc1ccc(N2CC(O)=C(c3nc(-c4ccc(Br)cc4)cs3)C2=N)cc1	-5	6	104	-1.2	1.1	101	6	13	-0.1	-2
COc1ccc(S(=O)(=O)Nc2ccc(NC(C)=O)cc2)cc1Cl	6	8	93	-1.4	1	99	-9	0	-0.2	-3
CCOC(=O)Nc1ccc2c(c1)N(C(=O)CN1CCN3CCCC3C1)c1ccccc1CC2 (stereo not drawn)	-13	7	112	2.3	1.6	98	3	14	-0.3	-9
Cc1ccc(C2=NNC(C(O)C(O)C(O)CO)S2)cc1 (stereo not drawn)	-14	5	113	0.9	1.5	95	-8	13	-0.1	-4
CCOCCOC(=O)c1[nH]c2c(c1C)C(=O)CC(c1cccs1)C2 (stereo not drawn)	20	-29	80	-0.2	2.9	132	7	-93	1.3	1
CC(C)CN(C(=O)COC(=O)Cn1cnc2ccccc2c1=O)C1CCS(=O)(=O)C1 (stereo not drawn)	-6	2	106	-0.5	1.1	101	-4	-9	0.0	1
Cc1cnnn1-c1ccc([N+](=O)[O-])cc1	2	10	97	0.0	1.4	93	-1	37	-0.5	4
O=C1CC(SC2=NCCS2)C(=O)N1c1ccc(Br)cc1 (stereo not drawn)	-3	-6	102	-0.3	1.1	106	3	6	-0.3	1
CCN(CC)S(=O)(=O)c1cc(Br)ccc1OC	0	7	100	-0.7	0.88	100	3	9	-0.3	-6
CC(Sc1nncn1C)C(=O)Nc1ccc(Cl)cn1 (stereo not drawn)	-7	-2	106	0.3	1	103	-18	-12	-0.4	0
COCCNC(C)C(=O)C12CC3CC(CC(C3)C1)C2 (stereo not drawn)	-5	5	106	-0.4	0.93	101	6	-14	-0.3	-3
Cc1ccc2c(c1)C(=O)N(CCCCO)C2=O	6	11	94	-0.4	1.2	93	0	8	-0.2	-8
N#Cc1ccc(Oc2ccc(C(N)=O)cc2)cc1C#N	-6	6	112	0.3	1.2	95	-5	-10	-0.1	0
CCOC(=O)c1cc(-c2cccc([N+](=O)[O-])c2)n[nH]1	-8	14	104	0.3	1	92	15	0	-0.3	2
COc1cc(C=C(c2nc3ccccc3s2)c2nc3ccccc3s2)ccc1O	-6	-7	105	0.8	0.84	110	6	-3	0.3	-1
Cn1c(=O)c2c(nc(Sc3n[nH]c(N)n3)n2Cc2ccccc2Cl)n(C)c1=O	-2	7	102	-0.9	1.1	97	-4	2	0.1	-2
Cc1ccc(S(=O)(=O)Nc2ccccc2C(=O)Nc2ccc(S(=O)(=O)Nc3nccc(C)n3)cc2)cc1	4	9	97	-0.4	0.99	100	-3	7	0.1	-2
O=C(Cc1ccc(F)cc1)Nc1ccc(S(=O)(=O)N2CCCCC2)cc1	-4	6	101	0.0	0.87	101	-5	10	0.2	-2
CCOC(=O)c1sc2nc(C)nc(NCCc3ccccn3)c2c1C	2	21	99	-0.8	0.93	83	11	4	-0.1	0
Cn1ncc2c(Nc3cccc(C(=O)O)c3)ncnc21	-4	0	104	5.2	0.89	104	-9	7	0.1	-6
S=C(Nc1ccc(Cl)cc1)NN1CCOCC1	-9	-2	108	0.6	1.2	101	4	-5	-0.1	-3
CCOC(=O)CSc1ncnc2c(C(=O)OCC)c3n(c12)CCC3	-5	5	104	0.0	1.3	98	-11	-10	-0.4	-3
COc1ccccc1-c1noc(CCC(=O)Nc2cccc(C(F)(F)F)c2)n1	3	-7	95	-0.3	0.79	110	9	20	-0.2	-3
CCOC(=O)Cc1csc(NC(=O)c2ccc(OC)c(OC)c2)n1	0	11	100	-8.0	0.7	93	4	25	-0.3	-1
CCC(=O)n1nc(-c2ccc(OC)cc2)nc1SC	-16	1	111	1.4	2	103	2	28	0.1	-2
Cc1ccc(CNC(=O)CSc2ccc(-c3ccco3)nn2)cc1	-2	1	102	0.2	0.9	101	5	3	0.1	-4
Cc1c(F)cccc1NC(=O)CCCCCC1NC(=O)NC1C (stereo not drawn)	-1	11	99	-0.8	1	95	5	-23	-0.1	-4
COCCCn1c(-c2ccsc2)nc2c1c(=O)[nH]c(=O)n2Cc1ccccc1	-2	4	102	1.3	1.3	101	4	-5	-0.1	-1
Cc1ccc(NC(=O)NC2(C(=O)NCc3ccccc3)CCCCC2)cc1	0	17	100	1.2	1.4	91	2	.	0.1	-2
COc1cc(/C=N\NC(=O)CNC(=O)c2cccc([N+](=O)[O-])c2)ccc1O	0	-6	100	0.8	0.79	105	-6	-13	-0.2	-7
CC(Oc1ccc(Cl)cc1)c1ccnn1S(C)(=O)=O (stereo not drawn)	3	-5	97	0.2	1.3	108	10	13	0.1	-2
O=C(O)c1ccc(N2C(=O)CC(SC(=NCc3ccc4c(c3)OCO4)Nc3ccc(F)cc3)C2=O)cc1 (stereo not drawn)	-12	8	111	-1.9	1	101	10	-8	-0.4	3
COc1ccc(NC(=O)/C(=C/c2ccc3c(c2)OCO3)NC(C)=O)cc1	-3	-6	103	-0.2	1.2	103	-12	25	-0.2	4
N#CCCn1cc(C=O)c(-c2cccs2)n1	-4	2	102	7.5	1.1	102	5	8	0.0	0
CCOc1ccc(NC(=O)C[n+]2ccccc2)cc1	-6	-10	105	0.0	1.2	109	6	.	-0.2	2
COc1cc(C2CC(=O)N(CC(=O)NCc3ccco3)c3ccccc3S2)cc(OC)c1OC (stereo not drawn)	-7	-1	106	1.6	0.64	104	2	15	0.0	-3
Cc1ccc(NC(=O)C2CCCO2)cc1[N+](=O)[O-] (stereo not drawn)	-3	-7	102	0.8	1.3	105	-5	2	-0.1	-8
CCn1c2ccccc2c2nc3cc(C(=O)O)ccc3nc21	-21	32	120	-0.7	.	77	9	-6	0.1	0
O=C(NNC(=O)c1ccccc1Br)c1cccc(Cl)c1	-14	1	113	1.8	1.9	108	0	20	-0.1	0
O=c1[nH]c(NCCO)nc2c1C1(CCCCC1)Cc1ccccc1-2	8	-2	82	-0.8	1.1	105	1	8	-0.3	-1
Cc1ccc(C(=O)Nc2nc(=O)n(C(=O)C3CC3)s2)cc1	-7	-11	106	2.1	1.1	114	-8	4	-0.2	3
Cc1cc2cc(CNS(=O)(=O)N(C)C)ccc2[nH]1	7	7	94	0.1	0.96	94	-9	-6	-0.3	-2
Cc1ccc2c(c1)NC(=O)C(CC(=O)NCCCN1CCN(C3CCCCC3)CC1)O2 (stereo not drawn)	8	-8	94	-0.2	1.4	107	-5	5	-0.4	-3
CCCNC(=O)NC(=O)CSc1cccc(C(F)(F)F)c1	-9	-2	111	-0.3	1.2	106	6	-9	-0.1	3
COc1ccc2c(C)cc(SCC(=O)Nc3ncc(Cl)cc3Cl)nc2c1	1	-4	99	-0.9	1.1	103	-5	-5	-0.3	-8
FC(F)(F)c1ccc2nnc(-c3c(Cl)cccc3Cl)n2c1	13	-12	88	0.3	1.1	110	-1	3	-0.3	-7
C/C(CCc1ccccc1)=N\NC(=O)c1ccccc1	-26	-10	124	-0.5	1.7	110	-5	38	0.0	1
CCCCOC(=O)CCn1c(=S)oc2ccccc21	7	11	93	-3.2	1.4	92	-3	-1	0.0	-6
